Screens (PubChem)
GRIN3A LBD mod = binders of NR3A ligand-binding domain, primary screen, biophysical, differential scanning fluorimetry, uHTS. AID 1259313, 2017. Tm shift relative to glycine control, % at 25 µM. hit rate 2.5% among 340,000. Glutamate receptor ionotropic, NMDA 3A (GRIN3A) ligand-binding domain. NR3A LBD differential scanning fluorimetry, Tm shift; 0% = protein alone, 100% = glycine-bound protein;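 active = melting temperature shift of at least 10% of the positive control shift, at one fixed dose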
MPTP block = mitochondrial permeability transition pore inhibitors, primary screen, biochemical, isolated mouse mitochondria, absorbance; Ca2+ swelling absorbance, 30 min; inhibition, % at 10 µM; hit rate 1.4% among 360,000; AID 602449, 2012;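 active = inhibition of 50% or more, scaled per plate between neutral and stimulator controls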;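 note: 0% = DMSO wells given calcium and 100% = 1 mM EGTA wells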
NALP3 yeast inh = NALP3 inflammasome inhibitors in reconstituted yeast, primary screen, luminescence, uHTS; inhibition, % at 10 µM; Yeast reconstituted NLRP3/ASC/caspase-1, beta-gal luminescence, 24 h; hit rate 0.39% among 330,000;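 active = inhibition of 50% or more; inactive = inhibition below 50%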;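 note: plate controls were induced DMSO wells for no effect and uninduced yeast grown without galactose for full effect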
tim23-1 inh = growth inhibitors of tim23-1 mutant yeast, primary screen, luminescence, uHTS; inhibition, % at 20 µM; S. cerevisiae tim23-1 growth, BacTiter-Glo luminescence, 24 h; hit rate 1.3% among 330,000; AID 463212, 2010;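 active = growth inhibition of the mutant yeast at or above 50%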;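 note: temperature-sensitive mutant grown at 25 °C; plate controls were DMSO-treated mutant yeast for no effect and medium wells lacking yeast for full effect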
APJ ag = agonists of human apelin receptor APJ, primary screen, CHO-K1 cells, PathHunter beta-arrestin, luminescence; P35414; 0% DMSO wells, 100% apelin; activation, % at 20 µM; hit rate 0.11% among 330,000; AID 2520, 2010;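 active = activation more than six SD over the plate average, tested at 20 µM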;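 note: 0% = DMSO alone and 100% = apelin-13 at 10 nM; some results filed as inactive read as strong as hits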
Target sequence (P35414 whole entry, looked up): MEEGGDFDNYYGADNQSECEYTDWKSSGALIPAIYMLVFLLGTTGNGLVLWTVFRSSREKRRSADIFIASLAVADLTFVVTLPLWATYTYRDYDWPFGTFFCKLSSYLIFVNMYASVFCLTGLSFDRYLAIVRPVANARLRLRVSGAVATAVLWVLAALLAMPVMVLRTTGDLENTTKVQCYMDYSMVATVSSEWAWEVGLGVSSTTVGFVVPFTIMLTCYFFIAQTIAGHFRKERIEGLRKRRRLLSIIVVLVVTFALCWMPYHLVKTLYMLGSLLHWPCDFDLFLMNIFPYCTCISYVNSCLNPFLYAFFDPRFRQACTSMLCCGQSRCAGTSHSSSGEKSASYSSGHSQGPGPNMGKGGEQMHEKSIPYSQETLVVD
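Assay system: CHO-K1 cells stably expressing ProLink-tagged human APJ and arrestin–beta-gal acceptor. Compound dosing: 20 µM single point, 1% DMSO. Times: 16-18 h seeding, 90 min dark compound exposure, 60 min detection. Detection: beta-gal luminescence. Evaluation: APJ–arrestin association signal. Controls: negative DMSO alone, positive Apelin-13 at 10 nM.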
tim10-1 inh = growth inhibitors of tim10-1 mutant yeast, primary screen, luminescence, uHTS; inhibition, % at 20 µM; S. cerevisiae tim10-1 ts strain growth, BacTiter-Glo, 24 h; hit rate 2.2% among 330,000;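 active = inhibition of at least 40%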;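 note: mutant grown at 25 °C; 0% = DMSO wells with yeast and 100% = wells holding no yeast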
APJ antagonist = antagonists of human apelin receptor APJ, primary screen, CHO-K1 cells, beta-arrestin complementation, luminescence. hit rate 0.32% among 330,000. P35414. inhibition, % at 20 µM. AID 2521, 2010;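 active = inhibition above about 40% at 20 µM, limit read from the data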;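 note: cells challenged with 10 nM apelin-13 agonist together with compound; plate controls were apelin-13 plus DMSO wells for no effect and DMSO wells lacking apelin-13 for full effect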
TIM10 inh = growth inhibitors of isogenic TIM10 control yeast, primary screen, counter-screen for tim10-1 yeast inhibitor project, luminescence, uHTS | inhibition, % at 10 µM | AID 463195, 2010 | hit rate 1.4% among 330,000 | S. cerevisiae TIM10 strain growth, BacTiter-Glo luminescence, 24 h;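 active = inhibition of 40% or more at the single tested concentration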;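 note: wild-type TIM10 isogenic control strain grown at permissive 25 °C; 0% = DMSO yeast wells and 100% = minimal medium wells without yeast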
MIN6 prolif = inducers of MIN6 beta-cell proliferation, primary screen, ATP luminescence, uHTS | MIN6 cells proliferation, ATPlite luminescence, 48 h; cells starved in 0.2% serum; 100% = growth in 10% serum | proliferation, % at 10 µM | hit rate 0.29% among 330,000 | AID 2380, 2010;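 active = compounds whose signal lies at least 3.5 SD above the mean of all wells on their plate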;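 note: 0% = DMSO-treated cells in low-serum medium and 100% = 10% serum control; some compounds called inactive have numbers as strong as hits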
* hit, by the source's call; · = no result given.

structure | GRIN3A LBD mod | MPTP block | NALP3 yeast inh | tim23-1 inh | APJ ag | tim10-1 inh | APJ antagonist | TIM10 inh | MIN6 prolif
CCC(=O)N[C@@H]1CC(C(C)(C)NC(=O)CC)CC=C1C (stereo partly specified) | 8 | -0.1 | -1 | 11 | -3 | 0 | -13 | -4 | -4
COc1ccc(N2C(=O)CCC2=O)c(OC)c1 | -2 | -1.5 | 1 | 2 | -6 | 9 | 8 | -12 | 3
COc1ccc(-n2c3c(cc(C(=O)NC4CCSC4=O)c2=O)C(=O)CC(C)(C)C3)cc1 (stereo unspecified) | 8 | -1.2 | 2 | 20 | -6 | 0 | 7 | 10 | -1
Cc1cc(=O)[nH]c(N/N=C/c2ccccc2Cl)n1 | 0 | 1.3 | 10 | 3 | -2 | -5 | 22 | 11 | -3
COC(=O)c1ccc(NC2(C#N)C(=O)Nc3ccccc32)cc1 (stereo unspecified) | -1 | 1.5 | 4 | 26 | -17 | 21 | 29 | -2 | -2
NC(=O)c1c(NC(=O)CSc2nnc(-c3ccco3)n2N)sc2c1CCCC2 | -3 | -2.7 | 29 | 0 | 3 | 7 | 3 | -5 | 0
Cn1nnc(NC(=O)c2ccccc2)n1 | 2 | -2.0 | -2 | 16 | -1 | 12 | -4 | -3 | 0
Cc1onc(-c2ccccc2)c1C(=O)Nc1ccc(S(=O)(=O)N2CCCCC2)cc1 | -5 | 0.6 | -1 | 21 | -5 | 27 | 15 | 17 | -5
Cc1cccc(C(=O)OC2CCOC2=O)c1O (stereo unspecified) | 0 | 1.4 | 0 | 16 | -4 | -17 | 15 | 5 | 0
COCCn1c(SCc2ccccc2F)nc2ccccc2c1=O | -1 | 1.0 | 20 | 9 | -6 | 24 | 13 | 0 | -4
COc1ccc(C2c3[nH]c4ccccc4c3CCN2CCCn2cccn2)c(C)c1C (stereo unspecified) | 1 | 0.8 | 14 | 19 | -5 | 24 | -7 | 18 | -4
COc1ccc(NC(=O)c2ccc3[nH]c(C)c(C)c3c2)cc1 | 29* | -0.9 | 20 | 10 | 1 | -14 | 0 | -11 | 0
CCCC1CCC(c2ccc(C(=O)NN)cc2)CC1 (stereo unspecified) | 5 | 3.3 | 51* | 55* | -2 | 32 | 6 | 47* | -6
CCOc1ccc(C(=O)NC2CCN(C(=O)NCc3ccccc3)CC2)cc1 | 0 | 0.3 | 11 | 12 | -19 | 3 | -1 | 8 | -1
O=C(CCc1ccc(S(=O)(=O)NCc2ccccc2)cc1)N1CCN(Cc2ccc3c(c2)OCO3)CC1 | 0 | 0.6 | 12 | 11 | -2 | 21 | 8 | 18 | 0
CCN(CC)CCCNC(=O)c1cn(C)c2ccc(S(=O)(=O)N(C)C3CCCCC3)cc2c1=O | -2 | -0.1 | 8 | -5 | -3 | -15 | 13 | 5 | -4

A stretch from the list above, for reference:
structure | GRIN3A LBD mod | MPTP block | NALP3 yeast inh | tim23-1 inh | APJ ag | tim10-1 inh | APJ antagonist | TIM10 inh | MIN6 prolif
Cc1onc(-c2ccccc2)c1C(=O)Nc1ccc(S(=O)(=O)N2CCCCC2)cc1 | -5 | 0.6 | -1 | 21 | -5 | 27 | 15 | 17 | -5
Cc1cccc(C(=O)OC2CCOC2=O)c1O (stereo unspecified) | 0 | 1.4 | 0 | 16 | -4 | -17 | 15 | 5 | 0
COCCn1c(SCc2ccccc2F)nc2ccccc2c1=O | -1 | 1.0 | 20 | 9 | -6 | 24 | 13 | 0 | -4
COc1ccc(C2c3[nH]c4ccccc4c3CCN2CCCn2cccn2)c(C)c1C (stereo unspecified) | 1 | 0.8 | 14 | 19 | -5 | 24 | -7 | 18 | -4
COc1ccc(NC(=O)c2ccc3[nH]c(C)c(C)c3c2)cc1 | 29* | -0.9 | 20 | 10 | 1 | -14 | 0 | -11 | 0
CCCC1CCC(c2ccc(C(=O)NN)cc2)CC1 (stereo unspecified) | 5 | 3.3 | 51* | 55* | -2 | 32 | 6 | 47* | -6
CCOc1ccc(C(=O)NC2CCN(C(=O)NCc3ccccc3)CC2)cc1 | 0 | 0.3 | 11 | 12 | -19 | 3 | -1 | 8 | -1
O=C(CCc1ccc(S(=O)(=O)NCc2ccccc2)cc1)N1CCN(Cc2ccc3c(c2)OCO3)CC1 | 0 | 0.6 | 12 | 11 | -2 | 21 | 8 | 18 | 0
CCN(CC)CCCNC(=O)c1cn(C)c2ccc(S(=O)(=O)N(C)C3CCCCC3)cc2c1=O | -2 | -0.1 | 8 | -5 | -3 | -15 | 13 | 5 | -4

Continuation.
structure | GRIN3A LBD mod | MPTP block | NALP3 yeast inh | tim23-1 inh | APJ ag | tim10-1 inh | APJ antagonist | TIM10 inh | MIN6 prolif
COc1ccccc1OCC(=O)Nc1cc2c(cc1C(=O)O)OCCCO2 | 1 | 1.8 | 14 | 11 | -3 | -2 | 22 | 1 | 5
C=CC[n+]1ccc2ccccc2c1C | -4 | -0.9 | 11 | -3 | -3 | 0 | -5 | 4 | -2
CCCn1c(-c2cccs2)nc2nc3ccccc3nc21 | 1 | 2.3 | 4 | 54* | 1 | 39 | -2 | 28 | -1
COc1ccc(/C=C(\NC(=O)c2ccccc2)C(=O)NCC2CCCO2)cc1 (stereo unspecified) | 1 | 0.4 | 22 | 10 | -2 | 2 | 9 | -6 | -2
O=C(COc1ccc(Cl)cc1)NCCSc1ccccc1 | -1 | -0.4 | 27 | 12 | -2 | 22 | -6 | -12 | -1
Cc1cc(/C=N/NC(N)=S)c(O)c(/C=N/NC(N)=S)c1 | -3 | 1.6 | 14 | -9 | -1 | 4 | -3 | -20 | -6
COCCN1C(=O)C(=O)/C(=C(/O)c2ccc(S(=O)(=O)N3CCOCC3)cc2)C1c1cccc([N+](=O)[O-])c1 (stereo unspecified) | -1 | -1.5 | 18 | -5 | -1 | -6 | 35 | 6 | -1
CCN(CC)C(=O)C(=O)N/N=C/c1ccc(C(=O)O)cc1 | 0 | 1.5 | -5 | 11 | 2 | -5 | -10 | 5 | -1
CCCCOC(=O)c1ccc(NC(=O)c2c(N)n(C)c(=O)[nH]c2=O)cc1 | -1 | · | 12 | 5 | 0 | -8 | 12 | 13 | 0
CCc1cccc(N(C(=O)c2csnn2)C(C(=O)NC(C)(C)CC)c2ccccn2)c1 (stereo unspecified) | 1 | -0.2 | 3 | 9 | -3 | 15 | 12 | 14 | 2
O=C(CN1CCCCCC1)Nc1ccccc1C(=O)Nc1ccccc1 | 4 | 3.7 | 8 | 31 | -3 | 23 | 22 | 8 | -5
COC1(OC)N=C(N)C2(C#N)C(c3cccc(Oc4ccccc4)c3)C12C#N (stereo unspecified) | -1 | -6.4 | 9 | 8 | -4 | 17 | -9 | 5 | 0
CCCCNS(=O)(=O)c1ccc2nc(SCC(=O)Nc3sccc3C#N)[nH]c2c1 | 14* | 79* | 6 | -4 | 1 | 11 | 2 | -5 | -3
COc1ccc(-c2nn(C)c(=O)c3ccccc23)cc1CNC(=O)CN1CCOCC1 | · | · | 22 | 4 | -2 | 5 | 16 | 7 | -3
CC(Oc1ccccc1)C(=O)Nc1nc2c(s1)C(=O)CC(C)(C)C2 (stereo unspecified) | 1 | -0.9 | 22 | 16 | -5 | 18 | -1 | 7 | 2
COc1ccc(N(C(=O)C(C)C)S(=O)(=O)c2ccc3c(c2)n(C)c(=O)n3C)cc1 | 1 | -1.4 | 7 | 2 | 0 | 10 | 26 | 1 | -2
Cc1ccc2nc(Cl)c3cc(C(=O)NCCCN4CCCC4)sc3c2c1 | -3 | -1.7 | -1 | 0 | -1 | 9 | 6 | 8 | -6
Cn1c(NC(=O)c2ccc3c(c2)OCO3)cc(=O)n(C)c1=O | 3 | -0.9 | 13 | 2 | -4 | -5 | -2 | 5 | 0
CCCCn1c(N)c(N(CC)C(=O)c2ccc(N3CCCC3=O)cc2)c(=O)[nH]c1=O | 9 | -2.9 | 1 | -7 | -4 | 5 | -3 | -6 | 2
O=C(Nc1ccc(Cl)cc1)Nc1ccccc1C(=O)O | 2 | -2.8 | 3 | 13 | -5 | 3 | 9 | 15 | 0
CCOC(=O)Nc1ccc2c(c1)N(C(=O)C(C)N1CCCC1)c1ccccc1CC2 (stereo unspecified) | -1 | -0.3 | 15 | 14 | 1 | 22 | -1 | 15 | -2
CCOC(=O)Cn1nnnc1C(C(C)C)N(Cc1cccs1)Cc1cc2cc(C)ccc2[nH]c1=O (stereo unspecified) | -3 | 13 | -4 | 36 | 1 | 38 | -33 | 28 | -6
COC(=O)c1ccc(NC(=O)CSc2n[nH]c(-c3ccncc3)n2)cc1 | -1 | -0.9 | 3 | -4 | 2 | -10 | 11 | -1 | -2
CN(C)c1ccc(/C=N/n2ncc3ccccc32)cc1 | 2 | 2.3 | 32 | 18 | 3 | 17 | -13 | 2 | -4
CCCNC(=O)Nc1ccccc1SC | 7 | -0.9 | -1 | 4 | 0 | 4 | -8 | 2 | 0
COc1ccccc1CNS(=O)(=O)c1c(C)[nH]c(C)c1C(=O)N1CCCCC1 | -1 | -0.1 | 0 | -4 | 0 | -1 | -23 | 5 | 5
COc1cccc(NC(=O)CN(C)C(=O)C2CCN(C(=O)c3ccccc3C)CC2)c1 | 4 | 0.6 | 2 | -29 | 2 | -16 | -6 | -1 | 3
COc1cc(C2C(C(=O)c3ccco3)=C(O)C(=O)N2CC2CCCO2)ccc1O (stereo unspecified) | 0 | -0.1 | 22 | 1 | 0 | -19 | 12 | 12 | -2
O=C1c2ccccc2-c2cccc(C(=O)N3CCCCC3)c21 | -1 | 1.7 | 6 | 22 | 1 | 16 | 13 | 11 | 1
O=C(CN(c1ccccc1F)S(=O)(=O)c1ccccc1)NC1CCCCCC1 | -1 | -2.5 | 18 | 38 | -2 | 26 | 0 | 22 | -3
COc1ccc(S(=O)(=O)N2CCN(C)CC2c2ccccc2)cc1OC (stereo unspecified) | 2 | -2.2 | 11 | 7 | -1 | -13 | 17 | -4 | 1
CC(=O)N(Cc1cccs1)C1CCOC(C)(C)C1 (stereo unspecified) | -2 | -0.4 | 5 | -9 | -1 | 3 | 13 | 0 | 0
COc1ccccc1N1CCN(C(=O)Cn2nc(C(F)(F)F)c3c2CCC3)CC1 | 0 | 1.0 | -5 | 18 | 1 | 8 | 10 | 1 | -1
COc1ccc(-c2nc3c4ccccc4[nH]c(=O)n3n2)cc1 | 2 | 1.7 | 4 | 28 | 2 | 22 | -2 | 33 | -4
CN(c1ccccc1)S(=O)(=O)c1ccc(NC(=O)C2CCCCC2C(=O)O)cc1 (stereo unspecified) | -1 | -4.9 | -6 | -2 | -2 | -5 | -2 | 1 | -1
